SR-BI HDL uptake = blocks mouse SR-BI lipid uptake from DiI-HDL; Q61009; ldlA[mSR-BI] CHO cells, DiI-HDL uptake fluorescence, 3 h; inhibition, % at 12.5 µM; actives 0.96% (n = 320,000);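 active = mean replicate inhibition of at least 70% and a set share of replicates each scoring 70 or more; inconclusive = meets just one of the two criteria; inactive = fails both criteria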;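 note: 0% = median of neutral control wells and 100% = median of positive control wells; values of inactives mirror those of a sister screen read the other way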
Target sequence (Q61009 whole entry, looked up): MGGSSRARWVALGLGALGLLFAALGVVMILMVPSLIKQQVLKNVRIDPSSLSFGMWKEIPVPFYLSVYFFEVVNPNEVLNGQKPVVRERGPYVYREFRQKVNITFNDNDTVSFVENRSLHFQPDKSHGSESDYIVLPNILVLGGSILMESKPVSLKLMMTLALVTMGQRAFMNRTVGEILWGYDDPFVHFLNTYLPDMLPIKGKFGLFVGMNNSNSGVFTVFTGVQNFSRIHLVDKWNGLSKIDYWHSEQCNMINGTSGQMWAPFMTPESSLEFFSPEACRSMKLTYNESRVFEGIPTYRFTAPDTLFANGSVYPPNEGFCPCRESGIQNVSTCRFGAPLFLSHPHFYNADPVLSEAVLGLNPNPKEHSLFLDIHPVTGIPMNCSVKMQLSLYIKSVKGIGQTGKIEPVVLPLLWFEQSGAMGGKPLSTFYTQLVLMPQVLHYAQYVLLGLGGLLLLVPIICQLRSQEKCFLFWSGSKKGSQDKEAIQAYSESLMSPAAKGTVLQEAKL
Rtt109 HAT inh = blocks Candida albicans Rtt109/Vps75 acetyltransferase activity; inhibition, % at 34.9 µM; purified Rtt109/Vps75, ThioGlo CoA-SH fluorescence, 4 h; AID 540336; Q5AAJ8; actives 0.16% (n = 330,000);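 active = inhibition of at least 50% in every replicate; inconclusive = best replicate reaches 50% inhibition but some replicates fall short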
SR-BI DiI-HDL act = activators of SR-BI mediated HDL lipid uptake | actives 0.096% (n = 320,000) | activation, % at 12.5 µM | CHO ldlA[mSR-BI] cells, DiI-HDL uptake fluorescence, 3 h; 100 = double the neutral-control signal | AID 504775;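 active = mean replicate activation of at least 60% and every replicate at or above 60%; inconclusive = mean or all-replicate condition met, but not both; inactive = mean below 60% and not all replicates reaching 60%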;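 note: 0% = median plate neutral-control signal and 100% = twice that signal; values of inactives mirror those of a sister screen read the other way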
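system = CHO ldlA[mSR-BI] cells, LDL receptor-null, SR-BI overexpressing | medium = Ham's F12 with 0.5% BSA, HEPES 25 mM, pH 7.4 | probe or stimulus = DiI-HDL 10 µg/mL | compound dosing = single-point compound dose | incubation = compound exposure 3 h, 37 °C | technique = DiI fluorescence, bottom read | read-out = cell-associated DiI fluorescence as measure of HDL uptake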
MITF TRPM1 HTS = MITF TRPM1 promoter activation in melanoma cells; SK-MEL-5 TRPM1-promoter luciferase, 24 h; % of positive control, neutral wells = 0; activation, % at 12.5 µM; actives 0.75% (n = 300,000); AID 588334;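 active = mean activation of at least 80% with every replicate also reaching 80%; inconclusive = mean reaches 80% but some replicate falls short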;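 note: 0% = neutral control wells and 100% = parthenolide positive control wells; values of inactives mirror those of a sister screen read the other way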
PfHsp90 set2 = growth inhibition of yeast expressing Plasmodium Hsp90 | inhibition, % at 9.4 µM | S. cerevisiae expressing PfHsp90, BacTiter-Glo ATP, 48 h; yeast lacking PDR1 and PDR3 efflux regulators | actives 0.32% (n = 310,000);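 active = every replicate shows inhibition above about 80%, whatever the replicate mean, limit read from the data; inconclusive = mean inhibition reaches the set limit but some replicate falls short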;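 note: 0% = DMSO neutral controls and 100% = 20 µM radicicol positive controls; yeast relying on Plasmodium falciparum Hsp90 in place of its own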
CAL PDZ FP-1 = inhibitors of human CAL PDZ peptide binding | AID 504414 | actives 0.02% (n = 330,000) | purified CAL PDZ, TMR-peptide fluorescence polarization, 1 h | Q9HD26 | inhibition, % at 20 µM;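 active = highest replicate inhibition of at least 40%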;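 note: plate controls were DMSO neutral control wells for no effect and unlabeled competitor peptide control wells for full effect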
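Assay system – tagged CAL PDZ protein CerCALP, purified · Timing – 1 h at RT · Compound – single point, 20 µM · Measured by – fluorescence polarization from S- and P-plane intensities, G-factor corrected · Evaluation – inhibition from polarization loss · Probe or stimulus – TMR reporter peptide T*-PRC34 · Buffer or medium – pH 7.4 phosphate-saline buffer, reducing agent, detergent, IgG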
CAL PDZ FP-2 = inhibitors of human CAL PDZ peptide binding; purified CAL PDZ, TMR-peptide fluorescence polarization, 1 h; inhibition, % at 24.9 µM; actives 0.92% (n = 300,000); AID 602252;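 active = mean inhibition of at least 30% with at least half of replicates also reaching 30%; inconclusive = no clear call, values can overlap the other calls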;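 note: 0% = DMSO neutral control and 100% = excess unlabeled competitor peptide PRC23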
NSD2 inh = inhibitors of human histone methyltransferase NSD2. O96028. NSD2 peptide methylation, AlphaScreen, 120 min. inhibition, % at 12.5 µM. actives 0.54% (n = 310,000). AID 743445; in the data active = inhibition above about 50%
PvdQ acylase = blocks Pseudomonas aeruginosa PvdQ acylase activity. purified PvdQ acylase, fluorescence plate reader. inhibition, % at 10 µM. actives 0.063% (n = 340,000). AID 488965; in the data active = inhibition above about 30%, passing the limit was not always enough; inconclusive = no clear call, values can overlap the other calls;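 note: 0% = vehicle neutral wells and 100% = reference inhibitor wells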
dFosB act = activators of mouse delta FosB homodimer; P13346; purified delta FosB, TAMRA-CDK5 oligo fluorescence polarization; percent of positive-control signal above neutral wells; activation, % at 25 µM; actives 0.99% (n = 340,000);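 active = mean activation above about 17%, with every replicate also reaching it, limit read from the data, passing the limit was not always enough; inconclusive = only one of the two conditions met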;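 note: fluorescence polarization rise as delta FosB binds a TAMRA Cdk5 AP-1 oligo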
Target sequence (P13346 whole entry, looked up): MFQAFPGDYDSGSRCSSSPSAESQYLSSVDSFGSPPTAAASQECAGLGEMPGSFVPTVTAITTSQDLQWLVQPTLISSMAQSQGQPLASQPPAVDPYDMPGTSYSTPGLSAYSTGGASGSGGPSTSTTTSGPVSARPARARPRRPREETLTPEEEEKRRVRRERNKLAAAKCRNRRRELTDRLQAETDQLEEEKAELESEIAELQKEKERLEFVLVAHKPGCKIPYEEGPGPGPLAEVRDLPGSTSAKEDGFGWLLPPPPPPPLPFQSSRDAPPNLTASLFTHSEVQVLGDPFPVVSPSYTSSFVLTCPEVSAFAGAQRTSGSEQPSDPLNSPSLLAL
* hit, by the source's call; ? = inconclusive; nt = no result given.

The first 8 entries, ahead of the listing:
SMILES | SR-BI HDL uptake | Rtt109 HAT inh | SR-BI DiI-HDL act | MITF TRPM1 HTS | PfHsp90 set2 | CAL PDZ FP-1 | CAL PDZ FP-2 | NSD2 inh | PvdQ acylase | dFosB act
O=C(CSc1ccc(-c2cccnc2)nn1)Nc1ccc(F)cc1 | -14 | -4 | 14 | -5 | -3 | -2.6 | 5 | -2 | -25 | 0
O=C(CCCc1ccccc1)NCCc1ccccc1 | 0 | 5 | 0 | nt | 7 | 0.2 | 0 | -1 | 10 | 3
C[C@@H]1CC=C[C@H]2[C@H]1C(=O)N(Cc1ccccc1)[C@H]2c1ccc(-c2ccoc2)cc1F | 15 | -3 | -15 | 8 | 13 | -0.4 | -4 | nt | -6 | 5
NNC(=O)CSc1cccc2cccnc12 | -41 | 14 | 41 | -8 | -4 | -4.5 | -1 | -2 | -7 | 3
CCN(CC)C(=O)COc1ccc(N(C)S(=O)(=O)c2ccc(NC(C)=O)cc2)cc1 | -6 | -6 | 6 | 8 | 8 | -0.5 | 71* | 1 | -13 | -5
CN(CC(=O)N1CCCCC1)S(=O)(=O)c1ccc(Cl)cc1 | -22 | -2 | 22 | 2 | 2 | -0.7 | -1 | 0 | 0 | -6
CC(OC(=O)CNS(=O)(=O)c1ccc(C#N)cc1)C(=O)Nc1cccc(C#N)c1 (configuration not stated) | 10 | 6 | -10 | -1 | 22 | -2.7 | -4 | -1 | -13 | -2
C#CCOc1c(/C=C\c2nc(O)c([N+](=O)[O-])c(=O)[nH]2)cc(Br)cc1OC | -17 | nt | 17 | nt | -25 | -0.6 | -8 | 10 | 2 | 4

Main list, from the first entry:
SMILES | SR-BI HDL uptake | Rtt109 HAT inh | SR-BI DiI-HDL act | MITF TRPM1 HTS | PfHsp90 set2 | CAL PDZ FP-1 | CAL PDZ FP-2 | NSD2 inh | PvdQ acylase | dFosB act
O=C(CSc1ccc(-c2cccnc2)nn1)Nc1ccc(F)cc1 | -14 | -4 | 14 | -5 | -3 | -2.6 | 5 | -2 | -25 | 0
O=C(CCCc1ccccc1)NCCc1ccccc1 | 0 | 5 | 0 | nt | 7 | 0.2 | 0 | -1 | 10 | 3
C[C@@H]1CC=C[C@H]2[C@H]1C(=O)N(Cc1ccccc1)[C@H]2c1ccc(-c2ccoc2)cc1F | 15 | -3 | -15 | 8 | 13 | -0.4 | -4 | nt | -6 | 5
NNC(=O)CSc1cccc2cccnc12 | -41 | 14 | 41 | -8 | -4 | -4.5 | -1 | -2 | -7 | 3
CCN(CC)C(=O)COc1ccc(N(C)S(=O)(=O)c2ccc(NC(C)=O)cc2)cc1 | -6 | -6 | 6 | 8 | 8 | -0.5 | 71* | 1 | -13 | -5
CN(CC(=O)N1CCCCC1)S(=O)(=O)c1ccc(Cl)cc1 | -22 | -2 | 22 | 2 | 2 | -0.7 | -1 | 0 | 0 | -6
CC(OC(=O)CNS(=O)(=O)c1ccc(C#N)cc1)C(=O)Nc1cccc(C#N)c1 (configuration not stated) | 10 | 6 | -10 | -1 | 22 | -2.7 | -4 | -1 | -13 | -2
C#CCOc1c(/C=C\c2nc(O)c([N+](=O)[O-])c(=O)[nH]2)cc(Br)cc1OC | -17 | nt | 17 | nt | -25 | -0.6 | -8 | 10 | 2 | 4
Cc1c(NC(=O)CSc2nnc(N)s2)c(=O)n(-c2ccccc2)n1C | -53 | -5 | 53 | 16 | nt | 0.4 | -1 | -3 | -12 | 5
Cc1nc(SCC(=O)NC2CCCCC2C)c(C#N)c(C)c1C (configuration not stated) | 18 | -3 | -18 | 8 | 8 | 0.2 | -2 | 12 | -3 | 3
CCN(CC)C(=O)/C(=C/c1ccc(F)cc1)NC(C)=O | -12 | -1 | 12 | -4 | 3 | 0.5 | -2 | nt | 4 | -7
C=CCn1c(SCC(=O)Nc2ccc(C)cc2C)nnc1-c1cccnc1 | 9 | -18 | -9 | 5 | 4 | -0.2 | -2 | -3 | 3 | 3
O=C1C2CCCCN2C(=O)N1CCCCN1CCN(c2cccc(Br)c2)CC1 (configuration not stated) | 27 | -3 | -27 | nt | 22 | -0.8 | -6 | 2 | -14 | -5
CCCCC(=O)NC(NC(=O)CCCC)c1ccc(OCC(C)C)c(OC)c1 | 8 | 12 | -8 | 3 | -8 | -2.4 | -1 | -2 | -1 | -1
Cc1nc(CNS(=O)(=O)c2ccc3c(c2)CCCC3)cs1 | 3 | 2 | -3 | 6 | 9 | -0.4 | 3 | nt | -9 | -2
COc1ccc(CN2CC(C(=O)NCc3cccc(OC)c3)CC2=O)cc1 (configuration not stated) | -30 | 3 | 30 | 5 | 31 | -0.7 | -2 | -3 | -15 | 0
Cc1ccc(-c2nnc(SCC(=O)Nc3sc(C)c(C)c3C#N)n2C)cc1 | -3 | 1 | 3 | 0 | -30 | 0.3 | nt | -1 | -2 | 100*
NC(=O)N/N=C/c1cccc(OCc2ccc(F)cc2)c1 | 7 | 0 | -7 | -4 | 4 | -2.4 | -1 | 0 | -5 | 5
N=c1oc2ccc([N+](=O)[O-])cc2cc1C(=O)NCc1ccccc1 | 5 | 4 | -5 | nt | -2 | -0.8 | -3 | -2 | -1 | 5
CCCCN1C(=O)C(=Nc2cccc3cnccc23)c2ccccc21 | -23 | 6 | 23 | -13 | -22 | -2.9 | -5 | 74* | -2 | -6
CCOc1ncccc1C(=O)NNC(=O)c1csc(N2CCOCC2)n1 | -2 | 1 | 2 | 0 | 4 | -0.7 | 0 | -1 | -1 | 6
CN(CCNS(=O)(=O)c1ccc2c(c1)oc(=O)n2C)Cc1ccccc1 | 22 | -8 | -22 | nt | -1 | -0.9 | -6 | nt | -16 | -4
Cc1cccc(NC(=S)N=Nc2c(O)n(CN3CCOCC3)c3ccccc23)c1C | 2 | -2 | -2 | -5 | -103 | -2.3 | -4 | nt | -11 | -4
Cc1cc2cc(CNC(=O)NC3CCCCC3)ccc2[nH]1 | -25 | 4 | 25 | 33 | 10 | -2.3 | 0 | 37 | -15 | -5
O=C(Nc1nc2ccccc2c(=O)s1)c1ccc(F)cc1Cl | 4 | 6 | -4 | 3 | -6 | -1.7 | 3 | 17 | 8 | 9
O=C(NNc1nc2c(F)cc(F)cc2s1)c1ccccc1 | 11 | -8 | -11 | 7 | 18 | -0.6 | 3 | 0 | -4 | -4
Cc1ccc(NC(=O)C(=S)NCc2ccco2)cc1 | -45 | 3 | 45 | nt | 49 | -4.3 | -13 | 12 | -12 | -1
CCOC(=O)N1CCN(S(=O)(=O)CCNC(=O)c2cccc(OC)c2)CC1 | -3 | ? | 3 | -4 | nt | -1.9 | 9 | -2 | 5 | -8
Cc1cc(C)n2nc(C(=O)N3CCCC(Nc4ccc(F)c(F)c4)C3)cc2n1 (configuration not stated) | -2 | -3 | 2 | 19 | 7 | -3.7 | 0 | 2 | -11 | -15
CCOC(=O)CC(=O)CSc1nccc(-c2cccnc2)n1 | -9 | -19 | 9 | 14 | 15 | -0.9 | nt | 27 | 0 | 1
CN(C(=O)COC(=O)c1ccc(F)c(S(=O)(=O)N2CCOCC2)c1)C1CCS(=O)(=O)C1 (configuration not stated) | -4 | -5 | 4 | -3 | -17 | 0.0 | 20 | nt | -7 | -9
O=C(NCc1ccccc1)c1ccc2ccccc2n1 | nt | -8 | nt | 1 | -16 | -1.4 | nt | -1 | -10 | -5
O=C(NCc1ccccc1)C(c1ccco1)N(C(=O)c1ccccn1)c1ccccc1 (configuration not stated) | -13 | 1 | 13 | 3 | -12 | -3.0 | -6 | 4 | -5 | -10
Cc1ccc(C(=O)NCCCN2CCN(CCCNC(=O)c3ccc(C)cc3)CC2)cc1 | nt | -1 | nt | 10 | -55 | -0.3 | 0 | -2 | -5 | -9
C/C=C(\C)C(=O)NCCN1C2=NC[C@H](C)N2C[C@@H]1Cc1ccc(OC)cc1 | -12 | 2 | 12 | nt | 24 | -0.5 | 0 | nt | -9 | 0
Cc1c(C(=O)OC2CCCC2C)[nH]c2c1C(=O)CCC2 (configuration not stated) | 23 | 11 | -23 | 63 | -14 | -1.9 | -6 | nt | -9 | -4
CC(=O)c1cccc(NC(=O)C2=CN3CCS(=O)(=O)N=C3C=C2)c1 | -9 | 3 | 9 | 2 | -12 | 0.4 | 6 | -3 | -8 | -1
CCn1c(C(C)NC(=O)c2ccc(C)cc2)n[nH]c1=S (configuration not stated) | -43 | -6 | 43 | 11 | 11 | -2.7 | -1 | 0 | -6 | -1
Cc1cc2nc3c(=O)n(CCc4ccccc4)c(=O)[nH]c3nc2cc1N | -8 | ? | 8 | nt | 14 | -0.3 | 0 | 0 | 1 | -14
Cc1ccc(NC(=O)CN2C(=O)C(=O)N(C3CCCC3)C2=O)cc1Cl | -6 | -5 | 6 | 10 | -7 | -1.4 | nt | -1 | -5 | -14
COc1ccc(-c2cn(CCN)c(-c3ccncc3)n2)cc1 | -22 | 3 | 22 | -3 | 20 | -0.3 | -5 | nt | -2 | -5
CCn1c(=O)cc(OCC(=O)NCCc2ccc(OC)c(OC)c2)c2ccccc21 | -2 | -11 | 2 | 11 | -3 | 0.6 | -4 | 0 | -3 | -5
C/C(CC(=O)NC(C)(C)C)=N\NC(=O)COc1ccc(C)cc1Br | 12 | -5 | -12 | 4 | 14 | 1.0 | -3 | 2 | 2 | -1
Fc1ccccc1CNc1cc(Cl)cc(Cl)c1 | -24 | -7 | 24 | 14 | -8 | -1.0 | -4 | -2 | 10 | 3
Cc1ccc(CCNC(=O)C2CCC(=O)N2Cc2ccc(F)cc2)cc1 (configuration not stated) | -6 | -10 | 6 | -3 | -22 | -1.0 | -6 | -3 | -4 | 3
O=C1CN(C(=O)COC(=O)CCC(=O)c2ccc3c(c2)OCCO3)c2ccccc2N1 | 9 | 2 | -9 | 5 | 13 | -2.2 | -1 | -1 | 7 | -10
O=C(Nc1ncc(Cc2ccccc2)s1)C1CCCO1 (configuration not stated) | nt | 10 | nt | 53 | 28 | -2.8 | nt | nt | -9 | 0

Compounds were not picked by outcome; 4.3% or so of the library scored in one or more.
